H69AR inhibit = proliferation blockers of H69AR lung cancer cells, primary screen, cell-based, human, 86K library. AID 598, 2007. 6% of 85,000 active. viability, % at 10 µM. H69AR lung tumor viability, ATP luminescence, 72 h; active compounds read low;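 active = viability at or below 40%; inactive = viability above 40%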;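 note: multidrug resistant small cell line overexpressing MRP-1 efflux transporter; 100% = mean luminescence of untreated control wells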
Lung fibro prol = antiproliferative effect on LL 47 fibroblasts – human, LL 47 cells, CellTiter-Glo luminescence, primary screen | 1.1% of 85,000 active | LL 47 human lung fibroblast viability, ATP luminescence; active compounds read low | viability, % at 10 µM;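 active = viability at or below 50% in the single dose screen; inactive = viability above 50%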;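 note: compound exposure lasted 72 h before the ATP readout; 100% = median luminescence of untreated cell-only wells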
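material = human LL 47 lung fibroblast cells | dosing = compounds added from tenfold dosing solution, 0.1% DMSO final | timing = overnight cell rest, 72 h compound treatment at 37 °C | measured by = CellTiter-Glo luminescence measuring cellular ATP | evaluation = % viability versus median cells-only luminescence | control set = cell-only wells, no compound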
PostGolgi ctrl = growth inhibition of yeast control strain, primary screen, counter-screen for post-Golgi transport modulator project; 5% of 98,000 active; efflux-deficient yeast background strain, growth absorbance A615, 16 h; inhibition, % at 10 µM
E coli WT exp = growth inhibitors of wild-type E. coli, primary screen, strain BW25113, expanded library, OD600; OD600 absorbance; growth inhibition, % at 100 µM; 0.15% of 98,000 active;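 active = growth inhibition above about 50% at one test dose, limit read from the data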;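 note: growth measured after 20 h incubation at 37 °C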
S1P2 ag = S1P2 receptor agonists, primary screen, cell-based; S1P2-expressing cell line, agonist reporter read-out; activation, % at 4.5 µM; 0.46% of 97,000 active; in the data active = activation above about 16%;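 note: 0% = vehicle low control and 100% = maximal reference agonist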
Target sequence (O95136 whole entry, looked up): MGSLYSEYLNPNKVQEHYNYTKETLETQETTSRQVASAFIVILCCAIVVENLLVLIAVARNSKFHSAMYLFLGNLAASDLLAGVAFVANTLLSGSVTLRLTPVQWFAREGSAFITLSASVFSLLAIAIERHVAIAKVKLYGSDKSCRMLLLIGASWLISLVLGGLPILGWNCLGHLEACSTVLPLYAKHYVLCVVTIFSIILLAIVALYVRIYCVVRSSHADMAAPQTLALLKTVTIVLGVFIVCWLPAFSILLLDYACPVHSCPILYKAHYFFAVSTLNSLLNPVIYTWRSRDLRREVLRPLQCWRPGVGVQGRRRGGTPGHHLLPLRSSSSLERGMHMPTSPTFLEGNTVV
HUVEC prolif 384 = inhibitors of HUVEC proliferation, primary screen, cell-based, 384-well; CellTiter-Glo luminescence, 72 h; active compounds read low; viability, % at 10 µM (by protocol); 1.1% of 86,000 active; AID 648, 2007;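 active = viability at or below 30%; inactive = viability above 30%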;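 note: 100% = median luminescence of DMSO-only cell control wells on each plate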
PostGolgi yeast = phenotypic screen on post-Golgi transport, primary screen | inhibition, % at 10 µM | 0.9% of 98,000 active | AID 739, 2007 | post-Golgi transport phenotypic cell assay;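 note: yeast cells grown in 1536-well plates; yeast grown about 18 h at 30C before absorbance read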
hDAT+cocaine = changed hDAT dopamine uptake under cocaine IC80, either direction, primary screen, cocaine antagonist project, cell-based, LLC-PK1 hDAT, [14C]-dopamine uptake, MLSMR | Sodium-dependent dopamine transporter (Homo sapiens), Q01959 | 1.3% of 110,000 active | B-score at 10 µM | AID 449768, 2010 | LLC-PK1 hDAT cells, [14C]-dopamine uptake with cocaine IC80; actives deviate in either direction;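 active = Z score or B-score, a plate-position-corrected score, falls beyond the plate's 99.7% confidence bounds, in either direction; inactive = both scores lie inside the 99.7% bounds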;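 note: scored against the spread of the other compound wells on the same plate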
Target sequence (Q01959 whole entry, looked up): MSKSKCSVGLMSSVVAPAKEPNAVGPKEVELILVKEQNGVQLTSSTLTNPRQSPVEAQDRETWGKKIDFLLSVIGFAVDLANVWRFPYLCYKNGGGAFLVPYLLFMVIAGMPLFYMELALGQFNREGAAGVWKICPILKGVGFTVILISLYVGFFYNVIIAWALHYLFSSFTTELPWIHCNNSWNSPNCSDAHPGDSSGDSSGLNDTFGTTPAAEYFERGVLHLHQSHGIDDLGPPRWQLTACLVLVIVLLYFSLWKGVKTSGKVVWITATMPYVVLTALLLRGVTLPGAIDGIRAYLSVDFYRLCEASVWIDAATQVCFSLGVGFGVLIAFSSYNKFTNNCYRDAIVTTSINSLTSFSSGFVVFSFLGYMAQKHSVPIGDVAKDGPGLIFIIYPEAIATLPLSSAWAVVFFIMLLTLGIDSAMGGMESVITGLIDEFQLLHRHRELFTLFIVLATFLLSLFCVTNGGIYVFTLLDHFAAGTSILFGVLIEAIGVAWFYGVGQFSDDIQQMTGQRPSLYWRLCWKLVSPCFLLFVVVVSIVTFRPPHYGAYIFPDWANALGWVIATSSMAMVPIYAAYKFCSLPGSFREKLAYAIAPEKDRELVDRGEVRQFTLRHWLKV
S1P2 antag = human S1P2 receptor antagonists, primary screen, cell-based. cell-based S1P2 antagonist assay, inhibition at 5 uM. inhibition, % at 5 µM. AID 736, 2007. Sphingosine 1-phosphate receptor 2 (Homo sapiens), O95136. 0.21% of 97,000 active; in the data active = inhibition above about 45%;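 note: CRE beta-lactamase reporter cells expressing human S1P2 stimulated with S1P; 0% = agonist at EC80 alone and 100% = agonist plus reference antagonist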
The depositor's hits bear a star; x = no result given. Cut-off read from the data, not from the text of the source, unless noted: active = inhibition above about 30%; inactive = the rest.

SMILES	H69AR inhibit	Lung fibro prol	PostGolgi ctrl	E coli WT exp	S1P2 ag	HUVEC prolif 384	PostGolgi yeast	hDAT+cocaine	S1P2 antag
CC(C)[C@@]1(NC(=O)[C@@H]2C[C@@H]3c4cccc5[nH]cc(c45)C[C@H]3N(C)C2)O[C@@]2(O)[C@@H]3CCCN3C(=O)[C@H](Cc3ccccc3)N2C1=O	92	108	x	x	x	105	x	3.6*	x
O=c1[nH]c(=O)n(Cc2ccccc2)c(O)c1C=NCCCn1ccnc1	101	106	14	2	0	99	12	0.009	9
CN(C)CCN=Cc1c(O)n(CCC2=CCCCC2)c(=O)[nH]c1=O	93	103	14	-5	-3	105	16	0.24	1
Cc1ccc(-n2c(O)c(C=NCCN3CCOCC3)c(=O)[nH]c2=O)cc1	96	107	-9	2	-3	112	-6	-1.3	-11
COc1cccc(CN2CCCCC2c2cccnc2)c1 (stereo not drawn)	92	114	1	31	-2	90	-3	1.2	18
CCC(C)C12CN3CCN(CC(C)(C3)C1=O)C2 (stereo not drawn)	100	97	-8	-4	-5	90	4	0.98	0
CP(C)(=O)CCC(=O)O	x	x	-4	3	-7	x	-1	0.51	4
N[C@@H](Cc1c[nH]c2ccccc12)c1nnc(SCc2ccccc2F)o1	70	87	5	14	-2	71	17	-0.069	1
C=C1N2CCC(CC2)C1(O)c1ccc(C)c(C)c1 (stereo not drawn)	101	93	x	x	-6	93	x	-0.23	-14
CC1=C(C(=O)N2CCC3(CC2)OCCO3)C2(CCC(C)CC2)OC1=O (stereo not drawn)	98	97	-3	1	-2	96	-2	-0.16	8
Cc1ccc2cc3cc(C(=O)N4CCC5(CC4)OCCO5)oc3nc2c1	96	x	10	4	-5	89	0	1.4	-4
COCCn1c(-c2ccccc2)cc(C(=O)O)c1C	91	99	x	x	0	99	x	0.41	-5
COc1ccc(CC2c3cc(OC)c(OC)cc3CCN2C)cc1OC (stereo not drawn)	81	90	13	3	-3	97	5	0.54	-12
Cc1cccc(C)c1NC1=NCCCCS1	96	96	-10	13	-8	93	0	-0.59	-2
COCCOC(=O)C1=C(C)OC(N)=C(C(=O)OC)C12C(=O)Nc1ccccc12 (stereo not drawn)	94	x	10	0	-4	85	23	-0.0095	-6
O=C1c2ccccc2C(=O)N1Cc1nc2ccccc2c(=O)n1-c1cccnc1	99	97	-4	0	-7	103	-8	-1.2	13
CC(=O)OC1N=C(c2ccc(Cl)cc2)c2cc(Br)ccc2NC1=O (stereo not drawn)	72	97	6	22	-1	100	0	1.9	-3
CN(C)CCN=Cc1c(O)n(-c2cccc3ccccc23)c(=O)[nH]c1=O	x	x	3	-1	-6	x	0	-0.051	-1
O=C(Oc1c(Cl)cc(Cl)c2ccccc12)N1CCCCC1	78	83	37*	0	-1	84	-5	0.34	-35
CC(=O)OC1(c2ccccc2)CCN(C)C(C)C1C (stereo not drawn)	97	107	x	x	-4	103	x	-0.76	-15
Cc1ccccc1-n1c(O)c(C=NCCN2CCOCC2)c(=O)[nH]c1=O	106	98	3	3	-1	106	20	-2	2
CCCCn1c(O)c(C(C)=NCC2CCCO2)c(=O)[nH]c1=O (stereo not drawn)	86	102	12	3	-4	106	8	-0.39	1
CCOCCN1CCN(c2nnc3n2-c2ccc(Cl)cc2C(c2ccccc2Cl)=NC3)CC1	x	x	18	-1	-4	x	10	x	-10
CC1(C)CC(=O)C(C=NCCN2CCN(C(=O)Cc3ccc(Cl)cc3)CC2)=C(O)C1	x	105	-5	4	-5	94	6	0.64	6
COc1ccc(OC)c(CC(=O)O)c1	92	98	-8	5	-3	102	-3	-0.46	4

Single records (already shown). Values in the order: H69AR inhibit	Lung fibro prol	PostGolgi ctrl	E coli WT exp	S1P2 ag	HUVEC prolif 384	PostGolgi yeast	hDAT+cocaine	S1P2 antag
O=C(Oc1c(Cl)cc(Cl)c2ccccc12)N1CCCCC1 as listed: 78	83	37*	0	-1	84	-5	0.34	-35
COCCn1c(-c2ccccc2)cc(C(=O)O)c1C as listed: 91	99	x	x	0	99	x	0.41	-5
Cc1ccccc1-n1c(O)c(C=NCCN2CCOCC2)c(=O)[nH]c1=O as listed: 106	98	3	3	-1	106	20	-2	2
CCCCn1c(O)c(C(C)=NCC2CCCO2)c(=O)[nH]c1=O (stereo not drawn) as listed: 86	102	12	3	-4	106	8	-0.39	1
CC1=C(C(=O)N2CCC3(CC2)OCCO3)C2(CCC(C)CC2)OC1=O (stereo not drawn) as listed: 98	97	-3	1	-2	96	-2	-0.16	8

Later entries:
SMILES	H69AR inhibit	Lung fibro prol	PostGolgi ctrl	E coli WT exp	S1P2 ag	HUVEC prolif 384	PostGolgi yeast	hDAT+cocaine	S1P2 antag
O=C(c1ccncc1)C12CN3CN(CN(C3)C1)C2	94	102	3	0	-4	100	20	2.3	6
O=c1[nH]c(=O)n(-c2cccc(Cl)c2)c(O)c1C=NCCCN1CCOCC1	103	100	-3	0	-7	94	1	-0.035	15
CCN(CC)c1ccc(N=Cc2c(O)n(CCC3=CCCCC3)c(=O)[nH]c2=O)cc1	17*	89	7	-11	-5	71	-1	0.6	19
O=C1NC(=O)C2(Cc3ccccc3N3CCOCC32)C(=O)N1c1ccccc1 (stereo not drawn)	19*	94	2	7	-6	72	-1	-0.67	11
COc1ccc(CCn2c(O)c(C=NCc3cccnc3)c(=O)[nH]c2=O)cc1OC	97	98	6	-4	-6	103	5	0.0035	8
O=c1[nH]c(=S)n(Cc2ccc(F)cc2)c(O)c1C=NCc1cccnc1	91	92	10	-3	-6	78	0	0.42	-6
CCCCNc1ccncc1S(=O)(=O)NC(=O)NC(C)C	104	107	x	x	-6	102	x	-0.15	13
CCC(=O)c1c(O)n(C2CCCCCC2)c(=O)[nH]c1=O	76	98	1	6	-7	116	7	-0.035	14
Cn1c(O)c(C=NCc2cccs2)c(=O)n(C)c1=O	99	96	3	5	-8	89	-6	0.3	-3
O=C(c1ccco1)c1cn(Cc2ccc(Cl)cc2)c2ccccc12	11*	95	24	-31	-4	71	11	0.093	-16
OCCN(CC#CC(O)(c1ccccc1)C1CCCC1)CCO (stereo not drawn)	78	106	-4	-2	-6	92	-4	-0.3	4
O=C(CF)NC(Nc1cccc2cccnc12)C(Cl)(Cl)Cl (stereo not drawn)	x	x	1	8	-1	x	-7	-0.71	-11
CC(=O)NC(C)Cc1ccccc1 (stereo not drawn)	81	101	6	-6	-2	97	1	-0.0091	5
COc1ccc(-c2nc3ccccc3n2OC(=O)N(C)C)cc1	64	96	3	2	-3	89	-1	-0.0048	4
O=C(COc1ccc(S(=O)(=O)N2CCCCC2)cc1)N1CCN(Cc2ccccc2)CC1	98	95	-4	3	-7	100	10	0.2	3
CC(=O)c1ccc2c(c1)C1C(Cl)C(Sc3ccccc3[N+](=O)[O-])CC1C(c1ccccc1)N2 (stereo not drawn)	59	86	20	-10	-5	69	-6	1.4	21
O=C1NC(=O)N(CCNc2ncc(C(F)(F)F)cc2Cl)C(=O)C1/C=N/OCc1c(F)cccc1Cl (stereo not drawn)	x	x	-4	-2	0	x	-6	x	1
O=C1NC(=O)C(CCc2ccncc2)(Cc2ccc3c(c2)OCO3)C(=O)N1CCc1ccccc1 (stereo not drawn)	42	97	16	-6	-3	82	4	0.82	21
COc1ccc(OCC(=O)Nc2ccc(Cl)cc2C(=O)c2ccccc2)cc1	x	x	4	-9	-2	x	-2	x	-5
CCCc1[nH]nc2c1C1(C(=O)N(Cc3ccccc3)c3ccccc31)C(C(=O)OC)=C(N)O2 (stereo not drawn)	93	103	8	-1	-4	94	8	0.62	0
Clc1cnc(Oc2ccc(Oc3ncc(Cl)cc3Cl)cc2)c(Cl)c1	77	103	8	-19	-3	91	-3	-0.68	-6
O=C(COc1ccc2ccccc2c1)N1CCN(C2CCN(Cc3ccccc3)CC2)CC1	96	103	12	9	1	84	3	0.6	-17
O=c1c2ccccc2nc(-c2cccs2)n1-c1cnccn1	93	105	6	-3	-6	100	1	1.2	11
Cc1ccc(CN2CC3CC(C2)c2cccc(=O)n2C3)cc1 (stereo not drawn)	80	82	8	5	-4	88	4	0.38	7
Cc1sc2ncn(CC(=O)NCCCC(=O)N3CCC4(CC3)OCCO4)c(=O)c2c1C	x	x	36*	0	-5	x	-13	0.49	-18

The list goes on.
SMILES	H69AR inhibit	Lung fibro prol	PostGolgi ctrl	E coli WT exp	S1P2 ag	HUVEC prolif 384	PostGolgi yeast	hDAT+cocaine	S1P2 antag
COc1ccc(-c2cc(C(F)(F)F)n3nc(C(=O)N4CCC5(CC4)OCCO5)cc3n2)cc1OC	83	102	9	-8	1	101	18	-0.45	7
Cc1cc(OC(=O)CCNC(=O)OC(C)(C)C)c2c3c(c(=O)oc2c1)CCC3	88	96	25	7	-9	95	5	-0.38	-3
c1cncc(CNC2=NCCCCC2)c1	97	103	5	3	-6	105	1	-0.38	5
CCCCn1c(N)c(C(=O)NCCN2CCOCC2)c2nc3ccccc3nc21	57	93	8	10	2	65	2	2.1	-17
COc1ccc(C(=O)CC2(CC(=O)c3ccc(OC)cc3)C(=O)N(C)C(=O)N(C)C2=O)cc1	93	102	-4	3	-4	84	-6	-1.8	5
CN1C(=O)C(Cc2ccsc2)C(=O)N(C)C1=O	98	94	1	-5	-7	96	-5	-0.5	20
CC(=NCc1ccc2c(c1)OCO2)c1c(O)[nH]c(=O)[nH]c1=O	82	100	21	-4	-4	84	6	-0.74	-2
c1ccc2c(c1)OCC(C1=NCCN1)O2 (stereo not drawn)	82	90	x	x	x	117	x	-0.71	x
NCCc1ccc(O)cc1	97	104	-7	-7	-1	103	-1	0.0023	-6
Cn1c(C(=O)N2CCC(C(=O)N3CCC4(CC3)OCCO4)CC2)cc2sccc21	79	99	6	1	-3	101	0	0.12	15
O=C(Cn1cnc2sc3c(c2c1=O)CCCC3)NCCCC(=O)N1CCC2(CC1)OCCO2	97	100	0	-1	-4	91	-8	-0.45	-16
CCOC(=O)C1CN(C)CCC1=O (stereo not drawn)	108	94	27	-3	-1	99	-15	-0.2	-14
Cc1ccc2c(c1)C1CN(C)CCC1N2S(=O)(=O)c1ccccc1 (stereo not drawn)	90	88	-5	-6	-6	92	-5	0.27	2
O=C1c2ccccc2C2(c3ccc(Cl)cc3)NCCN12 (stereo not drawn)	93	99	1	8	1	93	7	0.54	5
COc1ccc(CCNCc2ccc(OC)c(OC)c2OC)cc1	90	92	-5	2	-2	88	3	-0.56	5
CCCCn1c(O)c(C(C)=Nc2cccc(C(=O)O)c2)c(=O)[nH]c1=O	89	101	3	0	-3	95	2	0.79	11
CCCCCCN=Cc1c(O)n(C)c(=O)n(C)c1=O	63	97	25	2	-2	91	4	0.26	5
CCOC(=O)N(C)c1ccc(C(O)(C(=O)OC)C(F)(F)F)cc1 (stereo not drawn)	103	102	x	x	-2	97	x	1.2	2
Cc1ccc(Cn2nnnc2CN2CCC(n3nnc4cc(C)ccc43)CC2)cc1	27*	90	29	-2	x	65	-3	0.72	x
CC(O)(CS(=O)(=O)c1ccccc1)C(=O)Nc1ccc(C(F)(F)F)cc1 (stereo not drawn)	x	x	-7	0	-3	x	3	-0.77	4
CC#CP(=O)(OCC)C(O)(c1ccccc1)C(F)(F)F (stereo not drawn)	99	99	0	-3	1	97	6	0.022	8
O=C(O)c1nonc1-c1nonc1C(=O)O	91	105	0	-34	-8	106	-4	-0.61	3
CCCS(=O)(=O)N1CCC(C(=O)N2CCC3(CC2)OCCO3)CC1	84	42*	-1	-3	-6	100	2	-1.4	16
O=c1c2ccccc2nc(-c2ccoc2)n1-c1ccccc1Cl	34*	98	18	-1	-3	86	-4	-0.48	-38

Bioassay records deposited in PubChem by several laboratories.

Only part of the results is shown; rates above refer to the full screens.
